eIF2B yeast act = GCN4-lacZ reporter reduction in eIF2B-epsilon mutant yeast, primary screen, S. cerevisiae, eIF2B-epsilon R284H, Beta-Glo luminescence; 0.91% of 27,000 active; AID 688, 2007; inhibition, % at 25 µM (by protocol);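 active = mutant luminescence inhibited past about 50% while wild type luminescence and mutant growth stay under set limits, limit read from the data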; also: some compounds called inactive have numbers as strong as hits
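Material – yeast eIF2B-epsilon R284H mutant carrying GCN4–beta-galactosidase fusion · Medium – YPD yeast growth medium · Compound – one concentration, 25 µM, 0.25% DMSO · Times – 16 h at 30 °C exposure · Signal – Beta-Glo luminescence plus absorbance at 595 nm · Read-out – % inhibition of reporter signal and growth versus controls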
Yeast tox = yeast growth toxicity, wild-type and mutant, primary screen, cytotoxicity control for eIF2B function restoration project, wild-type and eIF2Bepsilon R284H mutant, A595 | S. cerevisiae wild-type growth, A595 turbidity, 16 h | growth inhibition, % at 25 µM (by protocol) | 0.3% of 30,000 active | AID 685, 2007;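 active = mutant and wild-type yeast strains alike exhibit over 30% growth inhibition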;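 also: 0% = untreated cell controls and 100% = YPD media blanks without cells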
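Incubation: 16 h growth with compound, 30 °C; Material: S. cerevisiae wild-type or eIF2Bepsilon-R284H mutant strain; Signal: turbidity measured as absorbance at 595 nm; Medium: YPD yeast growth medium; Measure: growth inhibition (%) versus cell controls and blanks; Doses: 25 µM single dose.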
Yeast tox inhibition % = further read-out of Yeast tox, marked with its call; growth inhibition, %; S. cerevisiae eIF2Bepsilon-R284H mutant growth, A595 turbidity, 16 h;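 each compound tested once at 25 µM; 0% equals untreated cells and 100% equals cell-free medium blanks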
eIF2B yeast act mutant toxicity = second read-out of eIF2B yeast act, no call of its own (marks repeat the call); growth inhibition, %; measured here: mutant yeast growth, toxicity;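 each compound tested once at 25 µM; zero equals untreated control growth and 100 equals blank medium absorbance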
Active calls of the source: *; / = no result given.

Each structure is followed by: Yeast tox inhibition %	eIF2B yeast act	Yeast tox	eIF2B yeast act mutant toxicity
> Cc1ccc(CSc2nnc(-c3ccncc3)n2CC2CCCO2)cc1 (configuration not stated)
 : -23.8	11.9	13.0	-23.8
> COc1cc2c(cc1OC)-c1nnc(-c3ccco3)n1C1(CCCC1)C2
 : /	21.3	/	/
> COc1ccc(-n2c(O)cnc2Nc2nc(C)cc(C)n2)cc1OC
 : -9.7	9.0	9.8	-9.7
> CCOC(=O)c1c(C)n(CCNC(C)=O)c2ccc(O)cc12
 : -3.2	-28.3	9.2	-3.2
> NC(=O)Cn1c(=O)oc2ccccc21
 : -18.2	21.2	11.6	-18.2
> CCCC(=O)N(c1ccc2oc(=O)sc2c1)S(=O)(=O)c1cccs1
 : -4.2	9.0	0.8	-4.2
> O=C(Nc1ccccc1C(=O)NC1CCCC1)NC1CCCC1
 : 3.5	-8.4	1.9	3.5
> Nc1nc2ccc(O)cc2s1
 : -4.5	10.7	-15.6	-4.5
> Nc1cc(Cl)ccc1C(=O)OCC(=O)NC1CCS(=O)(=O)C1 (configuration not stated)
 : 4.8	-7.9	5.7	4.8
> CCOc1ccc(NCC2CCOC(C)(C)C2)cc1 (configuration not stated)
 : 3.0	14.9	7.2	3.0
> COc1ccc(C(=O)Nn2cc3c(c2-c2ccccc2)c(=O)n(C)c(=O)n3C)cc1
 : -7.1	11.9	20.5	-7.1
> Cc1cc(C(=O)NCc2ccc(S(N)(=O)=O)cc2)c(C)o1
 : 8.7	11.7	5.7	8.7
> S=c1[nH]ncn1/N=C/c1ccccc1
 : /	-25.1	/	/
> CCOC(=O)c1ccccc1NS(=O)(=O)c1ccc(OC)cc1
 : 10.5	-13.0	16.7	10.5
> O=c1oc(-c2cccc(S(=O)(=O)N3CCOCC3)c2)nc2ccccc12
 : 0.0	38.2	23.7	/
> O=C(O)c1ccc(C(=O)c2ccc3c(c2)C(=O)N(Cc2ccco2)C3=O)cc1
 : 8.7	13.4	2.1	8.7
> O=S(=O)(NCCc1ccccc1F)c1cccc(S(=O)(=O)N2CCOCC2)c1
 : 15.0	-23.6	-5.5	15.0
> CCCCCCOC(=O)NCC(O)c1ccccc1 (configuration not stated)
 : 0.0	15.7	15.9	/
> Cn1c(=O)c2c(ncn2CC(=O)NCc2cccnc2)n(C)c1=O
 : -4.5	19.7	6.6	-4.5
> CCOC(=O)C(C(=O)NCC1CCCO1)C1CCCCC1 (configuration not stated)
 : /	-35.2	/	/
> COc1ccccc1NC(=O)c1ccc(COc2ccccc2OC)o1
 : 11.4	5.8	-5.9	11.4
> COc1ccc(CCn2c(N3CCOCC3)nc3c2c(=O)[nH]c(=O)n3C)cc1
 : -2.6	/	21.1	/
> CCOC(=O)c1cnc(SCC(=O)c2ccc(C)cc2)nc1N
 : -3.7	8.4	-12.8	-3.7
> CCc1ccc(NC(=O)CN2CCc3ccccc3C2)cc1
 : 9.6	/	15.0	/
> COC(=O)c1nc(NC(=O)c2ccc(Br)cc2)n[nH]1
 : -14.3	17.5	26.3	-14.3
> O=C(Nc1ccc(NC(=O)c2cccs2)cc1)c1ccc(Br)o1
 : 12.2	24.8	2.7	12.2
> O=C(CCC(=O)NC1CCN(Cc2ccccc2)CC1)NCc1ccco1
 : 8.0	21.8	23.5	8.0
> Cc1ccc2[nH]c3c(=O)n(CCc4cnc[nH]4)cnc3c2c1
 : 9.5	-14.4	-5.8	9.5
> CCOc1ccc(-c2[nH]ncc2Oc2ccccc2OC)c(O)c1
 : 17.2	8.2	32.5	17.2
> O=C(c1ccco1)N1CCN(c2nc3ccccc3c(=O)n2-c2ccccc2)CC1
 : 20.0	8.3	-2.5	20.0

Reformatted: 4 of the compounds above
CCCCCCOC(=O)NCC(O)c1ccccc1 (configuration not stated)
  Yeast tox inhibition %: 0.0	eIF2B yeast act: 15.7	Yeast tox: 15.9	eIF2B yeast act mutant toxicity: /

Cn1c(=O)c2c(ncn2CC(=O)NCc2cccnc2)n(C)c1=O
  Yeast tox inhibition %: -4.5	eIF2B yeast act: 19.7	Yeast tox: 6.6	eIF2B yeast act mutant toxicity: -4.5

CCOC(=O)C(C(=O)NCC1CCCO1)C1CCCCC1 (configuration not stated)
  Yeast tox inhibition %: /	eIF2B yeast act: -35.2	Yeast tox: /	eIF2B yeast act mutant toxicity: /

COc1ccccc1NC(=O)c1ccc(COc2ccccc2OC)o1
  Yeast tox inhibition %: 11.4	eIF2B yeast act: 5.8	Yeast tox: -5.9	eIF2B yeast act mutant toxicity: 11.4

2 compounds picked at random from those above:
Each structure is followed by: Yeast tox inhibition %	eIF2B yeast act	Yeast tox	eIF2B yeast act mutant toxicity
> O=C(Nc1ccc(NC(=O)c2cccs2)cc1)c1ccc(Br)o1
 : 12.2	24.8	2.7	12.2
> Nc1nc2ccc(O)cc2s1
 : -4.5	10.7	-15.6	-4.5

The listing picks up, repeating the 5 entries before the break.
Each structure is followed by: Yeast tox inhibition %	eIF2B yeast act	Yeast tox	eIF2B yeast act mutant toxicity
> O=C(Nc1ccc(NC(=O)c2cccs2)cc1)c1ccc(Br)o1
 : 12.2	24.8	2.7	12.2
> O=C(CCC(=O)NC1CCN(Cc2ccccc2)CC1)NCc1ccco1
 : 8.0	21.8	23.5	8.0
> Cc1ccc2[nH]c3c(=O)n(CCc4cnc[nH]4)cnc3c2c1
 : 9.5	-14.4	-5.8	9.5
> CCOc1ccc(-c2[nH]ncc2Oc2ccccc2OC)c(O)c1
 : 17.2	8.2	32.5	17.2
> O=C(c1ccco1)N1CCN(c2nc3ccccc3c(=O)n2-c2ccccc2)CC1
 : 20.0	8.3	-2.5	20.0
> CC(=O)N1CCN(C(=O)Nc2cccc(C(F)(F)F)c2)CC1
 : 11.5	7.6	10.7	11.5
> CSc1cccc(NC(=O)CN(c2cccc(C)c2)S(C)(=O)=O)c1
 : 14.7	25.1	20.4	14.7
> CCOC(=O)Cc1nnc(Nc2cccc(C)c2)c2ccccc12
 : -16.7	23.4	23.3	-16.7
> C=CCn1c(SCC(=O)Nc2cc(C)ccc2OC)nnc1-c1ccco1
 : 14.8	13.6	17.1	14.8
> Nc1nc2c(s1)CC(c1ccccc1)CC2 (configuration not stated)
 : 12.5	6.2	28.3	12.5
> CC(=O)N1C(=O)C2(C(C#N)=C(N)Oc3n[nH]c(-c4ccccn4)c32)c2ccccc21 (configuration not stated)
 : 14.3	17.1	21.0	14.3
> CC(C)CNC(=O)c1ccccc1NC(=O)Nc1ccccc1
 : 6.7	17.5	9.0	6.7
> COc1cc(S(=O)(=O)N2CCOCC2)ccc1NC(=O)c1cc2c(s1)CCC2
 : -2.3	-8.3	6.1	-2.3
> N#CC(=C1CCCC1)c1nc(-c2ccccc2O)cs1
 : 0.0	-4.0	-0.7	/
> CC1CCCC(NC(=O)CSc2nccn2C)C1C (configuration not stated)
 : 8.6	6.5	26.3	8.6
> Cc1[nH]c(=O)[nH]c(=O)c1S(=O)(=O)N1CCOCC1
 : 18.2	29.1	5.3	18.2
> Cc1cccc(NC(=O)CCN2C(=O)C3C4C=CC(C4)C3C2=O)n1 (configuration not stated)
 : -16.1	38.5	-2.5	-16.1
> COC(=O)Nc1ccc(C)c(NC(=O)OC)c1
 : 6.9	-3.9	17.6	6.9
> CCOc1ccccc1N(CC(=O)NC1CCCC1)C(=O)CCC(=O)Nc1cc(C)on1
 : 25.0	-10.7	-7.6	25.0
> COCCn1nnnc1C(c1ccc(C)cc1)N1CCN(Cc2ccc3c(c2)OCO3)CC1 (configuration not stated)
 : 16.0	22.2	18.9	16.0
> CC(=O)c1cccc(OCC(=O)c2cc(C)n(-c3cc(C)on3)c2C)c1
 : 8.1	38.0	-27.9	8.1
> O=C(CSc1ccc2nnc(-c3ccccc3)n2n1)NCC1CCCO1 (configuration not stated)
 : 3.9	-40.0	-2.6	3.9
> COc1ccc(C2=NO[C@@H]3C(=O)N(c4c(C)cccc4C)C(=O)[C@H]23)cc1OC
 : 0.0	-30.8	2.5	/
> COc1ccc(OC)c(-c2[nH]nc3c2C(c2ccco2)C(C#N)=C(N)O3)c1 (configuration not stated)
 : -4.2	14.6	-12.6	-4.2
> COc1ccc(-c2nnnn2C)cc1S(=O)(=O)NCc1ccccc1
 : /	-9.1	/	/
> CCn1c(C)c(C(C)=O)c(N2CCN(c3cccc(Cl)c3)CC2)nc1=S
 : 2.8	22.9	5.4	2.8
> CCOc1ccc2[nH]c(=O)c(CN(Cc3nnnn3Cc3ccco3)C3CCCCC3)cc2c1
 : 7.1	15.2	8.4	7.1
> Cc1ccc(CN2CCN(/N=C/c3ccco3)CC2)c(C)c1
 : /	-3.4	/	/
> Oc1ccc2ccccc2c1C1Nc2cccc3cccc(c23)N1
 : 7.7	/	-10.0	/

Exported tab-delimited: 2 of the compounds above.
Compound	Yeast tox inhibition %	eIF2B yeast act	Yeast tox	eIF2B yeast act mutant toxicity
CCOc1ccccc1N(CC(=O)NC1CCCC1)C(=O)CCC(=O)Nc1cc(C)on1	25.0	-10.7	-7.6	25.0
Cc1cccc(NC(=O)CCN2C(=O)C3C4C=CC(C4)C3C2=O)n1 (configuration not stated)	-16.1	38.5	-2.5	-16.1

Screening data: PubChem, PCMD

These rows are one share of the data; the hit share may differ from the screen's.
